Bcl-XL Bim block = inhibitors of Bim-Bcl-XL binding, primary screen, biochemical, multiplexed, bead flow cytometry, human Bcl-XL; AID 1007, 2008; actives 0.04% (n = 190,000); Bcl-2-like protein 1 (Homo sapiens), Q07817; Bim peptide-Bcl-XL binding, fluorescence; inhibition, % at 10 µM
RGS8-Gao reg = RGS8-Galphao binding modulators, primary screen, biochemical, multiplexed bead flow cytometry; Guanine nucleotide-binding protein G(o) subunit alpha (Homo sapiens), P09471; actives lie on both sides; response (percent of control binding), % at 10 µM; actives 0.34% (n = 220,000); in the data active means response below about 60% or above about 140%; inactive means in between;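 further: Galphao activated as the GDP aluminium fluoride complex binding bead-coupled RGS8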
ABCG2 block = ABCG2 efflux pump inhibitors, primary screen, multiplex with ABCB1, IgMXP3 cells, flow cytometry; JC-1 efflux; inhibition, % at 6.6 µM; actives 0.1% (n = 190,000); AID 1325, 2008;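 active means inhibition above 80%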;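 further: 0% = DMSO and 100% = nicardipine control wells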
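Times: 10 min at 25 °C | Test system: Two drug-resistant human cell lines, ABCG2 and ABCB1 | Quantity: 3 million cells/mL final, two lines in 1:1 ratio | Signal: Flow cytometry, 530 nm JC-1 signal | Dosing: Compound at 6.6 µM | Controls: Nicardipine and DMSO wells | Reagent: JC-1 as fluorescent efflux pump substrate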
GSH fluor = compound fluorescence on glutathione beads, profiling panel, artefact control, biophysical, 488/530 nm, flow cytometry. GSH beads flow cytometry, compound fluorescence 488/530 nm; active compounds read high. fluorescence (KMESF) at 10 µM. actives 0.25% (n = 190,000). AID 1776, 2009; in the data active means fluorescence above about 89;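 further: glutathione beads carrying GST-tagged Bcl family fusion proteins plus one bare bead set; values are compound well signal with DMSO vehicle wells as background; inactives centre near 16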
Bim-Bcl-W = inhibitors of Bim binding to Bcl-W, primary screen, biochemical, multiplexed, bead-based flow cytometry; Bcl-2-like protein 2 (Homo sapiens), Q92843; Bim peptide-Bcl-W binding; inhibition, % at 10 µM; actives 0.02% (n = 190,000);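 further: 0% = bound tracer without compound and 100% = peptide blocker; higher means less fluorescent Bim peptide bound to Bcl-W beads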
RGS4-Gao reg = modulators of RGS4 binding to Galphao, primary screen, biochemical, multiplexed bead flow cytometry | actives lie on both sides | AID 1415, 2008 | actives 0.33% (n = 220,000) | binding response (% of control), % at 10 µM; in the data active means binding response below about 49% or above about 150%; inactive means in between;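 further: fluorescent Galphao activated with aluminum fluoride binding bead-coupled RGS4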
RGS7-Gao = RGS7-Galphao binding modulators, primary screen, biochemical, multiplexed bead flow cytometry; Guanine nucleotide-binding protein G(o) subunit alpha (Homo sapiens), P09471; actives lie on both sides; binding response (% of control), % at 10 µM; actives 0.35% (n = 220,000); in the data active means binding response below about 49% or above about 150%;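 further: fluorescent Galphao held in activated GDP-AlF4 state binding bead-coupled RGS7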
ABCB1 inh = ABCB1 efflux pump inhibitors, primary screen, cell-based, multiplex, flow cytometry, ABCG2 counter-screen | ATP-dependent translocase ABCB1 (Homo sapiens), P08183 | CCRF-Adr cells, JC-1 efflux | inhibition, % at 6.6 µM | actives 0.067% (n = 190,000) | AID 1326, 2008; in the data active means inhibition above about 40%;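 further: 0% = vehicle and 100% = reference inhibitor; higher value means more JC-1 retained so stronger ABCB1 efflux block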
Target sequence (P08183 whole entry, looked up): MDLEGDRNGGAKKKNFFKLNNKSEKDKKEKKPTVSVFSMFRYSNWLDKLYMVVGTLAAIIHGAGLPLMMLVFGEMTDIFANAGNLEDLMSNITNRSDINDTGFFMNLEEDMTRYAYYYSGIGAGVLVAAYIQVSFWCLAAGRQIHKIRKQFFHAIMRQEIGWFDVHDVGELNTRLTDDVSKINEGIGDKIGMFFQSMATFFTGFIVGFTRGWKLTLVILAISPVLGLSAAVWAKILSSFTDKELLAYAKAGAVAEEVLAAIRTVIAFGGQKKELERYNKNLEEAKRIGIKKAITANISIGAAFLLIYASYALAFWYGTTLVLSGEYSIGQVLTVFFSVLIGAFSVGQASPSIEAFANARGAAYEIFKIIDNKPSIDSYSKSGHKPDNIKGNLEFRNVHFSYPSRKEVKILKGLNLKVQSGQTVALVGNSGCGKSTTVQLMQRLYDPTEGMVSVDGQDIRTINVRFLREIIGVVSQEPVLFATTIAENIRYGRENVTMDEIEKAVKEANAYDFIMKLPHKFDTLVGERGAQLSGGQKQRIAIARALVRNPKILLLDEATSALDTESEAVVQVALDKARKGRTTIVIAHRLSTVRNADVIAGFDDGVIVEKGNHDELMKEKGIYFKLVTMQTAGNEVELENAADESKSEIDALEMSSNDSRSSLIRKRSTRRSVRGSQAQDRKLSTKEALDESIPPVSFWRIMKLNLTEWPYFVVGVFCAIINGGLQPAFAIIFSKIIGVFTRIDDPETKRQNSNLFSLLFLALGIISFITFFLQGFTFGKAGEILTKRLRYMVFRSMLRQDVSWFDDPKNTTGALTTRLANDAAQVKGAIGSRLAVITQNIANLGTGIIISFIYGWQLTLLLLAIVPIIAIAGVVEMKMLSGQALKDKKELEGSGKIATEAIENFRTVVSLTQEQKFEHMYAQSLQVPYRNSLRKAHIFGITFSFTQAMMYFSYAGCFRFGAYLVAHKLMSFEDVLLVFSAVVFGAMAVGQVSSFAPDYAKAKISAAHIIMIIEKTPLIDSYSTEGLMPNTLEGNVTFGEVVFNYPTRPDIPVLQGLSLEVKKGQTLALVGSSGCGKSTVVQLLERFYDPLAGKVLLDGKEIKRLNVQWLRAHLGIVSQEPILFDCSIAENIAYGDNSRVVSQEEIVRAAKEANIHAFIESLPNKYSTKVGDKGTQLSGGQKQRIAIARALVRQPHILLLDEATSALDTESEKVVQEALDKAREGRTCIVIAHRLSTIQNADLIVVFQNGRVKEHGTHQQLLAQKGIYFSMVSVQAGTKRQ
Bim-Bcl-B = inhibitors of Bim-Bcl-B binding, primary screen, biochemical, multiplexed, human Bcl-2 family; bead-based flow cytometry, Bim peptide-Bcl-B binding; inhibition, % at 10 µM; actives 0.073% (n = 190,000);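 further: 0% = tracer peptide without compound and 100% = reference inhibitor peptide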
Bcl-2 Bim block = inhibitors of Bim-Bcl-2 binding, primary screen, biochemical, multiplexed, human Bcl-2 family | Apoptosis regulator Bcl-2 (Homo sapiens), P10415 | Bead-based flow cytometry, Bim peptide-Bcl-2 binding | inhibition, % at 10 µM | actives 0.06% (n = 190,000) | AID 950, 2007; in the data active means inhibition above about 40%;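 further: 0% = no compound wells with probe peptide and 100% = reference peptide inhibitor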
Bim-Bfl-1 = inhibitors of Bim binding to Bfl-1, primary screen, biochemical, multiplexed, bead-based flow cytometry; Bcl-2-related protein A1 (Homo sapiens), Q16548; Bim-Bfl-1 binding inhibition; inhibition, % at 10 µM; actives 0.12% (n = 190,000); AID 1008, 2008;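 further: 0% = wells without compound plus tracer and 100% = blocker peptide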
Numbers without * were called inactive. Unless noted, no stated cut-off is given here; in the data, active means inhibition above about 40%. Random draw from the library; any-hit rate near 1.1%.

The opening 2 entries, ahead of the listing:
Results for COc1cc(N(C(=O)Cc2cccs2)C(C(=O)NC2CCCCC2)c2cccc(OC)c2OC)ccc1-n1cnnn1 (stereo not given) ?
Bcl-XL Bim block: 0; RGS8-Gao reg: 82; ABCG2 block: 1; GSH fluor: 10; Bim-Bcl-W: 0; RGS4-Gao reg: 92; RGS7-Gao: 88; ABCB1 inh: 1.6; Bim-Bcl-B: 1; Bcl-2 Bim block: -4; Bim-Bfl-1: -3

Results for CCC(Sc1nc(C)cc(C)n1)C(=O)NC1=NN=C(c2ccc(C)cc2)CS1 (stereo not given) ?
Bcl-XL Bim block: -1; RGS8-Gao reg: 99; ABCG2 block: 4; GSH fluor: 21; Bim-Bcl-W: 0; RGS4-Gao reg: 102; RGS7-Gao: 99; ABCB1 inh: 1.2; Bim-Bcl-B: 0; Bcl-2 Bim block: 0; Bim-Bfl-1: 0

Results (from the top)
Results for COc1cc(N(C(=O)Cc2cccs2)C(C(=O)NC2CCCCC2)c2cccc(OC)c2OC)ccc1-n1cnnn1 (stereo not given) ?
Bcl-XL Bim block: 0; RGS8-Gao reg: 82; ABCG2 block: 1; GSH fluor: 10; Bim-Bcl-W: 0; RGS4-Gao reg: 92; RGS7-Gao: 88; ABCB1 inh: 1.6; Bim-Bcl-B: 1; Bcl-2 Bim block: -4; Bim-Bfl-1: -3

Results for CCC(Sc1nc(C)cc(C)n1)C(=O)NC1=NN=C(c2ccc(C)cc2)CS1 (stereo not given) ?
Bcl-XL Bim block: -1; RGS8-Gao reg: 99; ABCG2 block: 4; GSH fluor: 21; Bim-Bcl-W: 0; RGS4-Gao reg: 102; RGS7-Gao: 99; ABCB1 inh: 1.2; Bim-Bcl-B: 0; Bcl-2 Bim block: 0; Bim-Bfl-1: 0

How did CS(=O)(=O)N(CC(=O)N1CCN(c2cccc(Cl)c2)CC1)c1cccc(F)c1 do in these assays?
Bcl-XL Bim block: -1; RGS8-Gao reg: 96; ABCG2 block: 6; GSH fluor: 24; Bim-Bcl-W: -2; RGS4-Gao reg: 93; RGS7-Gao: 88; ABCB1 inh: 1.2; Bim-Bcl-B: -8; Bcl-2 Bim block: -11; Bim-Bfl-1: -21

How did O=C(NC12CC3CC(CC(C3)C1)C2)c1cc([N+](=O)[O-])ccc1N1CCOCC1 do in these assays?
Bcl-XL Bim block: -5; RGS8-Gao reg: 98; ABCG2 block: 12; GSH fluor: 23; Bim-Bcl-W: -3; RGS4-Gao reg: 97; RGS7-Gao: 98; ABCB1 inh: 1.1; Bim-Bcl-B: -9; Bcl-2 Bim block: -6; Bim-Bfl-1: -2

How did CCOC(=O)c1cc(NC(=O)c2ccc(Cl)cc2)c(=O)n2c1oc1ccc(Cl)cc12 do in these assays?
Bcl-XL Bim block: -5; RGS8-Gao reg: 100; ABCG2 block: 11; GSH fluor: 33; Bim-Bcl-W: 2; RGS4-Gao reg: 101; RGS7-Gao: 99; ABCB1 inh: 0.8; Bim-Bcl-B: -8; Bcl-2 Bim block: -3; Bim-Bfl-1: -8

How did Cc1cccc(N=Nc2ccc(O)c3ncccc23)c1 do in these assays?
Bcl-XL Bim block: 4; RGS8-Gao reg: 92; ABCG2 block: -2; GSH fluor: 12; Bim-Bcl-W: 3; RGS4-Gao reg: 82; RGS7-Gao: 82; ABCB1 inh: -0.2; Bim-Bcl-B: 7; Bcl-2 Bim block: 11; Bim-Bfl-1: 7

Results for CS(=O)(=O)N1CCN(C(=O)c2ccc(Cl)s2)CC1 ?
Bcl-XL Bim block: -2; RGS8-Gao reg: 102; ABCG2 block: -2; GSH fluor: 13; Bim-Bcl-W: 0; RGS4-Gao reg: 102; RGS7-Gao: 101; ABCB1 inh: 0.6; Bim-Bcl-B: -3; Bcl-2 Bim block: 0; Bim-Bfl-1: -5

What do the screens show for `Cc1cc2cc(C)c3nnc(SCC(=O)N4CCCc5ccccc54)n3c2cc1C`?
Bcl-XL Bim block: -8; RGS8-Gao reg: 85; ABCG2 block: 6; GSH fluor: 31; Bim-Bcl-W: -1; RGS4-Gao reg: 86; RGS7-Gao: 87; ABCB1 inh: 8.1; Bim-Bcl-B: -14; Bcl-2 Bim block: -9; Bim-Bfl-1: -15

Results for CC(=O)c1ccc(NC(=O)CCCN2C(=O)/C(=C/C(C)=C/c3ccccc3)SC2=S)cc1 ?
Bcl-XL Bim block: 0; RGS8-Gao reg: 101; ABCG2 block: -2; GSH fluor: 13; Bim-Bcl-W: -1; RGS4-Gao reg: 101; RGS7-Gao: 102; ABCB1 inh: -0.5; Bim-Bcl-B: -16; Bcl-2 Bim block: 0; Bim-Bfl-1: -11

How did CC(C)(C)c1ccc(NC(=O)CNC2CCCc3ccccc32)cc1 (stereo not given) do in these assays?
Bcl-XL Bim block: -2; RGS8-Gao reg: 102; ABCG2 block: 5; GSH fluor: 14; Bim-Bcl-W: -1; RGS4-Gao reg: 102; RGS7-Gao: 103; ABCB1 inh: -0.5; Bim-Bcl-B: -4; Bcl-2 Bim block: 0; Bim-Bfl-1: -3

How did CCOC(=O)C1=C(C)N=C2SC=C(C)N2C1c1ccc(OC)cc1 (stereo not given) do in these assays?
Bcl-XL Bim block: 1; RGS8-Gao reg: 102; ABCG2 block: 3; GSH fluor: 9; Bim-Bcl-W: 0; RGS4-Gao reg: 101; RGS7-Gao: 99; ABCB1 inh: 1.2; Bim-Bcl-B: -1; Bcl-2 Bim block: 0; Bim-Bfl-1: -4

How did COc1ccc(NC(=O)C2CCCN(S(=O)(=O)c3cccc4nonc34)C2)cc1 (stereo not given) do in these assays?
Bcl-XL Bim block: 4; RGS8-Gao reg: 99; ABCG2 block: 1; GSH fluor: 51; Bim-Bcl-W: 0; RGS4-Gao reg: 101; RGS7-Gao: 97; ABCB1 inh: 0.2; Bim-Bcl-B: -7; Bcl-2 Bim block: -8; Bim-Bfl-1: -13

Results for CC1CC(C)CN(c2nc(NCc3ccco3)nc(N)c2[N+](=O)[O-])C1 (stereo not given) ?
Bcl-XL Bim block: -2; RGS8-Gao reg: 101; ABCG2 block: 20; GSH fluor: 12; Bim-Bcl-W: -2; RGS4-Gao reg: 102; RGS7-Gao: 102; ABCB1 inh: 1.2; Bim-Bcl-B: -1; Bcl-2 Bim block: 0; Bim-Bfl-1: 0

How did O=C(OCc1nnc(-c2ccccc2)o1)c1cc(F)c(F)cc1Cl do in these assays?
Bcl-XL Bim block: -1; RGS8-Gao reg: 98; ABCG2 block: 5; GSH fluor: 66; Bim-Bcl-W: 0; RGS4-Gao reg: 95; RGS7-Gao: 100; ABCB1 inh: 0.8; Bim-Bcl-B: -1; Bcl-2 Bim block: -1; Bim-Bfl-1: -1

Results for Cc1ccc(C(=O)Nc2ccccc2-c2ccccc2)o1 ?
Bcl-XL Bim block: -2; RGS8-Gao reg: 99; ABCG2 block: 4; GSH fluor: 19; Bim-Bcl-W: -2; RGS4-Gao reg: 96; RGS7-Gao: 97; ABCB1 inh: 0.5; Bim-Bcl-B: 1; Bcl-2 Bim block: -1; Bim-Bfl-1: -3

How did N=C1C(c2ccccc2)=C(O)CN1CCCO do in these assays?
Bcl-XL Bim block: 0; RGS8-Gao reg: 103; ABCG2 block: 8; GSH fluor: 18; Bim-Bcl-W: -1; RGS4-Gao reg: 98; RGS7-Gao: 100; ABCB1 inh: 1.3; Bim-Bcl-B: -4; Bcl-2 Bim block: 0; Bim-Bfl-1: -5

What do the screens show for `Cn1cc(SCC(=O)Nc2nccs2)c2ccccc21`?
Bcl-XL Bim block: -5; RGS8-Gao reg: 103; ABCG2 block: 4; GSH fluor: 27; Bim-Bcl-W: -1; RGS4-Gao reg: 101; RGS7-Gao: 103; ABCB1 inh: 0.9; Bim-Bcl-B: -9; Bcl-2 Bim block: -7; Bim-Bfl-1: -8

Results for C#CC(=O)N(c1cccc(OC)c1)C(C(=O)NC1CCCC1)c1cccs1 (stereo not given) ?
Bcl-XL Bim block: -1; RGS8-Gao reg: 102; ABCG2 block: 0; GSH fluor: 23; Bim-Bcl-W: 0; RGS4-Gao reg: 94; RGS7-Gao: 96; ABCB1 inh: 0.1; Bim-Bcl-B: 0; Bcl-2 Bim block: -3; Bim-Bfl-1: 1

How did O=C(CN(C(=O)C1CSC(=O)C1)c1cccc(F)c1)NC1CCCC1 (stereo not given) do in these assays?
Bcl-XL Bim block: 0; RGS8-Gao reg: 89; ABCG2 block: 5; GSH fluor: 17; Bim-Bcl-W: -4; RGS4-Gao reg: 91; RGS7-Gao: 92; ABCB1 inh: 2.7; Bim-Bcl-B: 0; Bcl-2 Bim block: 1; Bim-Bfl-1: 4

How did CS(=O)(=O)N(CC(=O)NC1CCCC1)C1CCCCC1 do in these assays?
Bcl-XL Bim block: -3; RGS8-Gao reg: 100; ABCG2 block: 14; GSH fluor: 14; Bim-Bcl-W: -3; RGS4-Gao reg: 106; RGS7-Gao: 105; ABCB1 inh: 3.2; Bim-Bcl-B: 5; Bcl-2 Bim block: 2; Bim-Bfl-1: 5

What do the screens show for `Cc1ccc(CCNC(=O)CC2Oc3ccc(C)cc3NC2=O)cc1` (stereo not given)?
Bcl-XL Bim block: 0; RGS8-Gao reg: 104; ABCG2 block: -3; GSH fluor: 19; Bim-Bcl-W: 2; RGS4-Gao reg: 103; RGS7-Gao: 104; ABCB1 inh: -2.3; Bim-Bcl-B: -4; Bcl-2 Bim block: -8; Bim-Bfl-1: -8

How did COc1ccc(NC(=S)NCC(c2ccco2)N2CCCC2)cc1 (stereo not given) do in these assays?
Bcl-XL Bim block: -3; RGS8-Gao reg: 102; ABCG2 block: 1; GSH fluor: 70; Bim-Bcl-W: -1; RGS4-Gao reg: 101; RGS7-Gao: 100; ABCB1 inh: 0.6; Bim-Bcl-B: -2; Bcl-2 Bim block: -4; Bim-Bfl-1: 0

What do the screens show for `COc1cc(OC)cc(C(=O)Nc2ccccc2N2CCOCC2)c1`?
Bcl-XL Bim block: 0; RGS8-Gao reg: 101; ABCG2 block: 1; GSH fluor: 11; Bim-Bcl-W: 0; RGS4-Gao reg: 95; RGS7-Gao: 97; ABCB1 inh: -0.2; Bim-Bcl-B: -2; Bcl-2 Bim block: 0; Bim-Bfl-1: -2

Results for Clc1cc(-c2ccc(/C=N/n3cnnc3)o2)ccc1Br ?
Bcl-XL Bim block: 1; RGS8-Gao reg: 98; ABCG2 block: 11; GSH fluor: 10; Bim-Bcl-W: 0; RGS4-Gao reg: 103; RGS7-Gao: 101; ABCB1 inh: 0.6; Bim-Bcl-B: -4; Bcl-2 Bim block: -7; Bim-Bfl-1: -4
